RAD52 inh: inhibitors of human RAD52 DNA annealing; P43351; recombinant RAD52 DNA annealing, FRET fluorescence; inhibition, % at 18.7 µM; 0.46% of 360,000 active; AID 651710;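 active means every replicate showing at least 50% inhibition; inconclusive means mean inhibition at least 50% but not in every replicate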
S100A4 MyoIIA: inhibitors of human S100A4 binding to myosin IIA peptide; P26447; S100A4/TAMRA-MyoIIA peptide fluorescence polarization; inhibition, % at 10.7 µM; 0.14% of 360,000 active;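 active means mean inhibition of at least 70% across replicates, with every replicate also reaching that level; inconclusive means mean inhibition reaches 70% but some replicates fall short; inactive means mean inhibition below 70%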
Target sequence (P26447 whole entry, looked up): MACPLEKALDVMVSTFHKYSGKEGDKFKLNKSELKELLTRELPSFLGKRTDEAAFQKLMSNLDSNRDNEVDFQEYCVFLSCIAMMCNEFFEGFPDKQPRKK
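Material: S100A4 monomer protein | Medium: HEPES pH 7.2 with CaCl2, KCl, NaCl, DTT, Triton | Reagent: Labelled myosin peptide probe, 5 nM | Doses: One dose per compound | Times: 5 min incubation before reading | Benchmarks: Neutral control DMSO, positive control TFP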
ERAP1 inh: blocks human ERAP1 aminopeptidase activity; Q9NZ08; recombinant ERAP1, Leu-AMC fluorescence, 60 min; inhibition, % at 10.7 µM; 0.15% of 340,000 active;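 active means mean replicate inhibition of at least 30%, or all replicates individually reaching that 30% level; inactive means mean below 30% and not every replicate reaching it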;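 further: 0% = neutral control wells and 100% = L-leucinethiol positive control wells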
XiGFP reactiv: activators of X-chromosome reactivation in mouse fibroblasts; activation, % at 7.58 µM; XiGFP mouse fibroblasts, % GFP-positive cells imaging, 3 d; cells co-treated with 5-aza-dC sensitizer; scaled so ellipticine positive control = 100%; 0.055% of 360,000 active;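 active means mean normalized replicate activation at least 10% and every replicate at or above 10%; inconclusive means only one of the two criteria met; inactive means mean below 10% and not all replicates reach 10%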;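 further: 0% = median of on-plate neutral control wells and 100% = ellipticine 6 µM median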
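material = 68-5-11 XiGFP fibroblast line | medium = DMEM plus 5-aza-dC sensitizer | schedule = 3 days compound exposure | benchmarks = positive control ellipticine, 6 µM final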
esBAF inh: inhibitors of esBAF chromatin remodeling in mouse ES cells; Bmi1-luciferase knock-in reporter, 24 h; 100% = twice the neutral-well signal; 2% of 350,000 active; reporter increase, % at 12.5 µM; in the data active means activation above about 40%; inconclusive means no clear call, values can overlap the other calls;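 further: 0% = median of the plate's neutral control wells and 100% = double that signal; a rise in the Bmi1 reporter signal indicates esBAF inhibition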
RAD54 inh: RAD54 (human) branch migration inhibition; inhibition, % at 10.4 µM; Q92698; RAD54 Holliday junction branch migration, FAM/BHQ fluorescence; 0.14% of 360,000 active; AID 602329;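 active means mean normalized replicate activity at least 40 and at least half of replicates scoring 40 or more; inconclusive means only one of the two criteria met; inactive means mean below 40 and under half of replicates reaching 40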;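 further: 0% = median of neutral control wells and 100% = median of positive control wells; inhibitors cause a drop in the FAM fluorescence signal; in these data hits start at about 50%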
Target sequence (Q92698 whole entry, looked up): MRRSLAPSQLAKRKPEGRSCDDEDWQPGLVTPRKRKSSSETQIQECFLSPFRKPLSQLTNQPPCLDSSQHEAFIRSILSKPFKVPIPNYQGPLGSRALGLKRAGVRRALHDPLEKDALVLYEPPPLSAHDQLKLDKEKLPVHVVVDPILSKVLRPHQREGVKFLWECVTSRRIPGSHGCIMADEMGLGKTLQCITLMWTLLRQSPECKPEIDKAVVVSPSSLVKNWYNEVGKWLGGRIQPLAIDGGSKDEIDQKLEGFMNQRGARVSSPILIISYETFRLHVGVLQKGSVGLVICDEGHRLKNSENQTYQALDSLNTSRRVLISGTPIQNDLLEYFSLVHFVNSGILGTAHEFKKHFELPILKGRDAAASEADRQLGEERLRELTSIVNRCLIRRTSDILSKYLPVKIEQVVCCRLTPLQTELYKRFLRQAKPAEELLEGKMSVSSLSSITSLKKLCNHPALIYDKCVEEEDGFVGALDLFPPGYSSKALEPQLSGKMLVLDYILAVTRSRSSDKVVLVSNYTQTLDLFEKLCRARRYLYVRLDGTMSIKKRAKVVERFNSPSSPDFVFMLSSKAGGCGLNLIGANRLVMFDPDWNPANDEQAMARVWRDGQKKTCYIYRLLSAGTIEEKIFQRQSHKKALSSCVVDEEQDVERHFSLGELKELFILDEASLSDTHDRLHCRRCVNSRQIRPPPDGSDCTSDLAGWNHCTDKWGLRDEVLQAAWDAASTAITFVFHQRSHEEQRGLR
ERp5 inh: inhibitors of human ERp5; ERp5 insulin aggregation, absorbance 650 nm, 90 min; inhibition, % at 9.99 µM; 0.05% of 350,000 active; AID 651711;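 active means mean replicate inhibition above about 25%, with every replicate also reaching it, limit read from the data, passing the limit was not always enough; inconclusive means only one of those two criteria met; inactive means neither criterion met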
E-selectin induc: induces E-selectin expression in human endothelial cells; P16581; 0.37% of 260,000 active; HUVEC E-selectin immunofluorescence imaging; normalized: neutral wells 0, TNF-alpha wells 100; activation, % at 7.58 µM;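 active means mean E-selectin-positive cell signal at least 10% of the positive control, reached in at least 60% of replicates, without over 20% cell loss; inconclusive means no rule given, readout overlaps actives, possibly toxicity-flagged; inactive means the rest, including those meeting only one limit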;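 further: in these data hits start at about 27%; measured in HUVEC primary endothelial cells; signal is the percent of cells scored E-selectin positive by PE staining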
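Read-out basis: % PE-positive cells; Test system: HUVEC primary endothelial cells; Technique: immunofluorescence imaging; Dosing: single-point compound dose.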
The depositor's hits bear a star; i = inactive; ? = inconclusive; . = not tested or not shown.

SMILES	RAD52 inh	S100A4 MyoIIA	ERAP1 inh	XiGFP reactiv	esBAF inh	RAD54 inh	ERp5 inh	E-selectin induc
COc1ccc(/C=C2\SC(=S)N(c3cccnc3)C2=O)cc1	-9	5	-3	0.3	-7	.	-4	6.9
O=C(COC(=O)c1cc(Cl)cc(Cl)c1)NCc1ccco1	-22	-14	4	0.4	-2	-6	-13	6.8
C[C@@H]1CN([C@@H](C)CO)C(=O)c2cc(NC(=O)C3CCCCC3)ccc2O[C@H]1CN(C)Cc1ccc2c(c1)OCO2	9	12	-1	0.3	-4	5	2	-0.1
Nc1ccc(C23CC4CC(CC(C4)C2)C3)cc1	-22	2	1	0.0	.	.	-4	0.2
C[C@@H]1CCCCO[C@H](CN(C)S(=O)(=O)c2ccccc2)[C@@H](C)CN([C@@H](C)CO)C(=O)c2cc(NC(=O)Nc3ccc(C(F)(F)F)cc3)ccc2O1	-12	6	5	0.1	-1	1	-2	0.1
CC(=O)N/N=C(\C)CC(=O)NC(C)(C)C	-9	-6	-2	0.0	.	.	1	.
Cc1cc(C)c(C(N)=O)c(SCC(=O)c2ccc(Cl)cc2)n1	-1	4	0	.	-3	-4	-5	.
CN(NC(=O)NN(C)C(=O)c1ccccc1)C(=O)c1ccccc1	1	-1	0	0.1	.	.	-3	-0.2
Cc1noc(C)c1NC(=O)N(C)C[C@@H]1Oc2ccc(N(C)C)cc2C(=O)N([C@H](C)CO)C[C@@H]1C	7	38	-3	-0.5	0	-5	-1	-6.7
O=C(NCc1nnnn1-c1ccc(Cl)cc1)C1CC(=O)N(c2ccc(F)cc2)C1 (configuration not stated)	-61	1	-2	0.3	-6	13	-2	.
C[C@@H]1CN([C@H](C)CO)C(=O)c2cc(C#Cc3ccc(F)cc3)cnc2O[C@@H]1CN(C)S(C)(=O)=O	-3	4	5	-0.4	-3	-4	1	0.2
COCC(=O)Nc1ccc2c(c1)OC[C@@H](C)N(Cc1ccccc1F)C[C@@H](C)[C@H](OC)CN(C)C2=O	10	8	-3	0.0	0	-2	-2	-0.3
CC=Cc1ccc2n(c1=O)C[C@H]1[C@H](CO)[C@@H](C(=O)NCc3ccncc3)N(Cc3ccncc3)[C@@H]21 (mixture of isomers)	-76	6	0	-0.1	-3	-4	6	0.1
Cc1noc(C)c1NC(=O)Nc1ccc2c(c1)CC(=O)N([C@H](C)CO)C[C@H](C)[C@@H](CN(C)S(C)(=O)=O)O2	-4	-8	-1	-0.1	.	.	-1	-1.9
CCCC#Cc1ccc2c(c1)O[C@H](CN(C)Cc1cccnc1)[C@@H](C)CN([C@H](C)CO)S2(=O)=O	10	-22	2	-0.3	-6	-4	3	0.3

Continued; the last 2 above are carried over.
SMILES	RAD52 inh	S100A4 MyoIIA	ERAP1 inh	XiGFP reactiv	esBAF inh	RAD54 inh	ERp5 inh	E-selectin induc
Cc1noc(C)c1NC(=O)Nc1ccc2c(c1)CC(=O)N([C@H](C)CO)C[C@H](C)[C@@H](CN(C)S(C)(=O)=O)O2	-4	-8	-1	-0.1	.	.	-1	-1.9
CCCC#Cc1ccc2c(c1)O[C@H](CN(C)Cc1cccnc1)[C@@H](C)CN([C@H](C)CO)S2(=O)=O	10	-22	2	-0.3	-6	-4	3	0.3
O=C(CSc1nnc(Nc2ccccc2)s1)NC1CCCC1	-14	-4	0	0.3	5	0	2	5.4
Cc1ccc(N2CC(NS(=O)(=O)c3cccs3)CC2=O)cc1 (configuration not stated)	-5	4	2	0.0	-1	2	-5	-0.1
C/C(=N/Nc1ncc(Br)cn1)c1ccc([N+](=O)[O-])cc1	3	-1	7	0.0	3	6	-1	-0.1
CSc1ccc(/C=N/N(C)S(=O)(=O)c2ccc(C)cc2)cc1	-1	-1	-3	-0.1	-3	14	4	0.1
CCOC(=O)c1ccc2c(c1)n(CC)c(/C=C/N(C)c1ccccc1)[n+]2CC	-18	-6	6	-0.1	.	28	-2	.
Cc1cc(OC(C)C(=O)NCCCN2CCOCC2)c2c(C)c(C)c(=O)oc2c1 (configuration not stated)	-5	-10	7	0.1	-5	5	5	.
O=C(Nc1cc(-c2ccccc2)[nH]n1)c1ccc(Cl)cc1	-11	-1	0	0.3	59*	-9	3	0.4
CC(Sc1nc2ccccc2c(=O)n1CC1CCCO1)C(=O)Nc1ccc(S(N)(=O)=O)cc1 (configuration not stated)	-12	-4	2	0.3	-12	-6	5	-2.3
COc1ccc(NC(=O)N(C)C[C@H]2Oc3ccc(NS(=O)(=O)c4cccs4)cc3CC(=O)N([C@@H](C)CO)C[C@@H]2C)cc1	.	.	.	-0.2	-3	0	.	0.0
COc1ccc(NC(=O)N(C)C[C@H]2Oc3ccc(NC(=O)Cn4cnnn4)cc3CC(=O)N([C@H](C)CO)C[C@H]2C)cc1	-3	12	3	-0.1	0	2	-3	.
C[C@H]1CCCCO[C@H](CN(C)C(=O)Cc2ccccc2)[C@@H](C)CN([C@@H](C)CO)C(=O)c2cc(NC(=O)C3CCCCC3)ccc2O1	.	.	.	0.2	0	0	.	-0.1
O=C(NNC(=S)NCCc1ccccc1)c1ccc(Br)s1	-16	2	-1	0.1	.	.	1	.
COc1ccc(CCNC(=S)N2CCN(S(=O)(=O)c3ccc(C)cc3)CC2)cc1	-11	-5	-1	0.2	.	.	4	0.7
O=C(C[C@@H]1CC[C@@H]2[C@H](COC[C@H](O)CN2C(=O)Nc2ccc(Cl)cc2)O1)NCCc1ccncc1	-1	-14	-4	0.1	26	2	-1	0.0
CCc1nc2c(OCc3ccc(C(F)(F)F)cc3)cccn2c1N(C=O)Cc1ccc(OC)cc1	-29	-2	0	0.1	5	1	-1	0.1
CC(C)(C)c1ccc(C(=O)NCCC(=O)N2CCC3(CC2)NCCc2[nH]cnc23)cc1	-5	-3	-6	0.1	-3	-4	1	.
Clc1ccc(OCCNCCc2ccccc2)cc1	15	-2	-5	-0.1	4	3	-10	.
Cc1cccc(/C(N)=N/OC(=O)C23CC4CC(CC(C4)C2)C3)c1	-5	-5	1	0.3	.	.	-1	-0.1
CCOc1ccc2oc(C(=O)N3CCN(c4ccccc4OCC)CC3)c(C)c2c1	15	-1	4	0.0	.	.	13	1.3
CC(C)(C)[S@](=O)N1Cc2cc(C(=O)N3CCCCC3)nc(-c3cccc(-c4ccc(F)cc4)c3)c2[C@@H]1CCO	-21	-50	1	0.0	-1	-2	2	0.0
O=C(NCc1cccc(Br)c1)C1CC2Cn3c(nc4ccccc43)C2N1c1ccccc1 (configuration not stated)	-32	-4	0	0.0	-5	5	4	-0.1
CC(=O)N1CC[C@@H]2[C@H]1c1cc(-c3ccc(C#N)cc3)ccc1N(C)[C@H]2CO	2	9	-58	0.0	-8	-16	-3	-0.7
O=C(O)c1ccccc1-c1ccc(/C=C/c2cc(C(F)(F)F)[nH]c(=O)n2)o1	i	-22	19	0.0	.	.	6	28*
COc1cnc(-c2ccccn2)[nH]c1=O	-11	-1	-3	-0.1	.	.	-6	-0.1
CCCC(=O)Nc1nnc(C2CCCO2)s1 (configuration not stated)	-22	6	-3	0.0	.	.	-1	.
Cc1nc(SCC(=O)NC2CCS(=O)(=O)C2)c2c3c(sc2n1)CCC3 (configuration not stated)	1	-4	5	-0.2	-2	.	2	-0.1
Cn1cc2cccc([N+](=O)[O-])c2n1	-4	10	-1	0.0	-4	-10	4	.
COc1ccc(C#Cc2ccc3c(c2)[C@@H]2[C@@H](CCN2S(=O)(=O)c2cccc(OC)c2)[C@@H](CO)N3)cc1	24	-6	1	0.0	0	0	-5	1.9
COc1ccc(CN2C(=O)C(CC(=O)NCCCCc3ccccc3)CC(C(=O)N3CCCCCC3)=C2C)cc1 (configuration not stated)	-24	-3	0	0.3	.	.	7	-0.1
CCCNC(=O)c1noc2c1CCc1cc(OC)ccc1-2	-7	-4	1	0.2	20	-6	3	0.0
Cc1nc2ccccc2c(=O)n1/N=C/c1ccc(C(C)C)cc1	-14	-2	0	0.0	?	3	1	0.0
C[C@H]1CN([C@@H](C)CO)C(=O)c2cc(C#Cc3ccc(F)cc3)cnc2O[C@H]1CN(C)C	28	-3	2	-0.1	3	9	-8	.
CC(C)(C)NC(=O)C(c1ccccn1)N(C(=O)C1CSC(=O)C1)c1cccc(F)c1 (configuration not stated)	-4	0	-3	0.2	.	.	0	.
Cc1ccc(O)c(Nc2ncnc3ccc([N+](=O)[O-])cc23)c1	-14	0	3	0.1	-7	-8	1	.
O=C(NCC(c1ccco1)N1CCN(c2ccccc2F)CC1)C(=O)NC1CCCCC1 (configuration not stated)	-4	-2	-2	0.0	.	13	1	0.1
C[C@@H]1CCCCO[C@@H](CN(C)CC2CCCCC2)[C@H](C)CN([C@H](C)CO)C(=O)c2cc(NS(C)(=O)=O)ccc2O1	-6	1	-1	0.1	4	4	4	0.0
CCc1nc2c(OCCOc3ccc(F)cc3)cccn2c1N(C)C(=O)c1ccc(OC)cc1	-49	-4	0	-0.1	1	14	1	-0.4
Nc1ccc(S(=O)(=O)Nc2nccs2)cc1N=Nc1ccccc1[N+](=O)[O-]	-4	7	2	0.1	21	.	-4	0.2
C[C@H](CO)N1C[C@H](C)[C@@H](CN(C)C(=O)Nc2ccc(F)cc2)Oc2ccc(NS(=O)(=O)c3ccccc3)cc2C1=O	-2	3	0	-0.1	1	3	8	-0.1
CCCC#Cc1cnc2c(c1)C(=O)N([C@H](C)CO)C[C@@H](C)[C@H](CN(C)C(=O)c1cnccn1)O2	11	-15	2	-0.7	5	2	0	0.7
COc1ccccc1/C=C(\NC(=O)c1ccc(OC)c(OC)c1)C(=O)Nc1ccc([N+](=O)[O-])cc1	-13	2	-2	0.2	.	.	4	.
Cc1ccc(CNC(=O)CSc2nnc3c(n2)[nH]c2ccc(F)cc23)cc1	-3	6	2	0.0	-4	7	5	.
COc1cc(C(CCN2CCOCC2)c2c(OC)cc(OC)c3c(C)cc(=O)oc23)cc(OC)c1OC (configuration not stated)	-3	9	-15	0.1	3	-2	1	0.2

In a second layout: entries from further up.
Molecule | RAD52 inh | S100A4 MyoIIA | ERAP1 inh | XiGFP reactiv | esBAF inh | RAD54 inh | ERp5 inh | E-selectin induc
Cc1ccc(O)c(Nc2ncnc3ccc([N+](=O)[O-])cc23)c1 | -14 | 0 | 3 | 0.1 | -7 | -8 | 1 | .
Cc1nc2ccccc2c(=O)n1/N=C/c1ccc(C(C)C)cc1 | -14 | -2 | 0 | 0.0 | ? | 3 | 1 | 0.0

Five entries from above, ordered by the value under S100A4 MyoIIA, lowest first:
Structure | RAD52 inh | S100A4 MyoIIA | ERAP1 inh | esBAF inh | ERp5 inh
Cc1nc2ccccc2c(=O)n1/N=C/c1ccc(C(C)C)cc1 | -14 | -2 | 0 | ? | 1
Cc1ccc(O)c(Nc2ncnc3ccc([N+](=O)[O-])cc23)c1 | -14 | 0 | 3 | -7 | 1
COc1ccccc1/C=C(\NC(=O)c1ccc(OC)c(OC)c1)C(=O)Nc1ccc([N+](=O)[O-])cc1 | -13 | 2 | -2 | . | 4
Nc1ccc(S(=O)(=O)Nc2nccs2)cc1N=Nc1ccccc1[N+](=O)[O-] | -4 | 7 | 2 | 21 | -4
COc1cc(C(CCN2CCOCC2)c2c(OC)cc(OC)c3c(C)cc(=O)oc23)cc(OC)c1OC (configuration not stated) | -3 | 9 | -15 | 3 | 1
